# Screens: PubChem, several laboratories
# T cell modulator – T cell immune modulators affecting CD8 T cell-vesicle binding; 330,000 tested, 0.068% active; calls only at 7 µM; AID 2052; 2C CD8+ T cell-vesicle binding, flow cytometry; stronger effect = lower value;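 active means response, share of CD8 T cells binding vesicles, and their 90th percentile fluorescence all below set limits, cut at about 80% in these data, passing the limit was not always enough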
#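 Benchmarks: naked versus QL9-loaded vesicles / Assay system: purified 2C TCR transgenic mouse naive CD8+ T cells / Technique: high-throughput flow cytometry with anti-B7-1 and anti-CD8 staining / Timing: Cell–vesicle co-incubation 1.5 h at 37 °C, staining 20 min on ice / Read-out: percent CD8+ FL2 mean versus row control / Probe or stimulus: QL9-loaded Drosophila micro-vesicles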
# NTR1 ag – agonists of NTR1, primary screen, imaging, U2OS cells, beta-arrestin-GFP, high content (AID 493036); P30989; 330,000 tested, 0.17% active; NTR1-U2OS beta-arrestin-GFP spot imaging, agonist mode; activation, % at 20 µM;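 active means activation at or above 40% of the spot to cytoplasm intensity ratio, with at least 20 cells analyzed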;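 further: 0% = DMSO without peptide and 100% = 100 nM NTR1 peptide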
# Target sequence (P30989 whole entry, looked up): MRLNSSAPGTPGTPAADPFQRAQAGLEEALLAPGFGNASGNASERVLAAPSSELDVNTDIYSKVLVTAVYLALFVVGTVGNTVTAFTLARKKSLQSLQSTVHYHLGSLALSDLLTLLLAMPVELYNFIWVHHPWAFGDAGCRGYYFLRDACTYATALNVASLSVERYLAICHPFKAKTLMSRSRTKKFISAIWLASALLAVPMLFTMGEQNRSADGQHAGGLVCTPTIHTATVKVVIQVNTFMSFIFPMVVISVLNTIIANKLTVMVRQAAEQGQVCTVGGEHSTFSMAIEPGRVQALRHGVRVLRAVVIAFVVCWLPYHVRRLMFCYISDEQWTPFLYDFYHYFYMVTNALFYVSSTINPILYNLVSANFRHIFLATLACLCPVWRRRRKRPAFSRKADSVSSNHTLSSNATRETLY
# T cell modulator vesicle-bound % – recorded beside T cell modulator, whose call it bears; double positive events, %; measured here: CD8+ vesicle-bound cell fraction;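 binding gate set so that unloaded-vesicle control wells show 10% double positive cells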
# NTR1 ag cell count 20 µM – further read-out of NTR1 ag, marked with its call; cell count; measured here: cell count, cytotoxicity flag
# * = called active by the depositor; i = inactive; x = not tested or not shown.
compound	T cell modulator	T cell modulator vesicle-bound %	NTR1 ag	NTR1 ag cell count 20 µM
O=C1C=C(c2ccc3[nH]ccc3c2)C[C@@H](c2ccc(Cl)cc2)C1	i	26	22	37
COc1ccc(NC(=O)CNc2cc(S(=O)(=O)N3CCOCC3)ccc2N2CCOCC2)c(OC)c1	i	28	-2.5	57
CC1(c2ccccc2)NC(=O)N(CC(=O)N2CCN(S(=O)(=O)c3c(F)cccc3F)CC2)C1=O (stereo not drawn)	i	49	2.1	47
CCc1ccccc1NC(=O)CN(C)C(=O)COC(=O)c1cccnc1Cl	i	34	-0.5	69
CC(Sc1n[nH]c(-c2cccs2)n1)C(=O)N1CCCC1 (stereo not drawn)	i	53	-0.7	63
C[C@H](CO)N1C[C@H](C)[C@@H](CN(C)S(=O)(=O)c2ccccc2)Oc2ccc(NC(=O)CCC(F)(F)F)cc2C1=O	i	12	-1.8	49
O=C(COc1ccccc1F)Nc1ccc(S(=O)(=O)N2CCCC2)cc1	i	39	0.0	56
Nc1ncnc2c1ncn2[C@H]1CC[C@@H](CO)O1	i	37	-0.1	47
O=C(c1ccc(N2CCCC2=O)cc1)N1CCN(c2ccccc2O)CC1	i	6	6.9	47
C[C@H]1CN([C@@H](C)CO)C(=O)Cc2cc(NC(=O)CCC(F)(F)F)ccc2O[C@H]1CN(C)S(=O)(=O)c1ccc(F)cc1	i	x	0.5	60
Cc1cc(C)c(C)c(S(=O)(=O)N2CCC(C(=O)N3CCCC3)CC2)c1C	i	3	0.2	59
O=C(Nc1ccccc1)c1nc[nH]c1C(=O)NCCN(CCNC(=O)c1[nH]cnc1C(=O)Nc1ccccc1)CCNC(=O)c1[nH]cnc1C(=O)Nc1ccccc1	i	13	6.9	59
O=C(c1ccccc1)c1ccccc1	i	38	-0.7	83
O=C(COC(=O)Cc1ccc(Br)cc1)Nc1ccc(Cl)cn1	i	33	-0.7	67
COc1cc2cc(Oc3ccc4ccc(=O)oc4c3)c(=O)oc2cc1O[C@@H]1O[C@H](CO)[C@@H](O)[C@H](O)[C@H]1O	i	37	0.3	77
C=CCn1c(C)cc(C(=O)COc2ccc(N(C)S(=O)(=O)c3ccc(NC(C)=O)cc3)cc2)c1C	i	37	1.6	57
COc1ccc(S(=O)(=O)N2CCCCCC2)cc1C(=O)Nc1cc(C)ccn1	i	36	2.1	51
COc1cc(OC)cc(C(=O)NC(C(=O)OCn2nnc3ccccc3c2=O)C(C)C)c1 (stereo not drawn)	i	38	5.3	51
COc1ccc(Cl)cc1NC(=O)COC(=O)c1ccc(C)o1	i	40	0.3	108
CC(C)c1ccc2c(c1)C(N1CCNCC1)Cc1ccc(F)cc1S2 (stereo not drawn)	i	30	7.1	28

# By substructure: the entries above with a Cl atom.
compound	T cell modulator	T cell modulator vesicle-bound %	NTR1 ag	NTR1 ag cell count 20 µM
O=C1C=C(c2ccc3[nH]ccc3c2)C[C@@H](c2ccc(Cl)cc2)C1	i	26	22	37
CCc1ccccc1NC(=O)CN(C)C(=O)COC(=O)c1cccnc1Cl	i	34	-0.5	69
O=C(COC(=O)Cc1ccc(Br)cc1)Nc1ccc(Cl)cn1	i	33	-0.7	67
COc1ccc(Cl)cc1NC(=O)COC(=O)c1ccc(C)o1	i	40	0.3	108

# More records follow.
compound	T cell modulator	T cell modulator vesicle-bound %	NTR1 ag	NTR1 ag cell count 20 µM
CC1CCC2(CC1)NC(=O)N(CC(=O)Nc1ccc3c(c1)OCO3)C2=O (stereo not drawn)	i	55	0.6	56
CN(C(=O)COC(=O)c1cc2ccccc2cc1O)C1CCCCC1	i	36	-1.8	68
CC(=O)NCCc1ccc(C(=O)COC(=O)c2ccco2)cc1	i	44	-0.9	54
CC(=O)c1ccccc1NC(=O)CSc1n[nH]c(=O)n1C1CC1	i	20	-1.3	53
CCN(CC(=O)Nc1ccc(OC)cc1)C(=O)Cc1ccc(OC)c(S(=O)(=O)N2CCOCC2)c1	i	18	0.0	58
Cc1ccccc1CN(C)c1ccc(S(=O)(=O)N2CCN(C)CC2)cn1	i	38	1.6	51
COC(=O)[C@H](CC(C)C)N(Cc1ccccc1)S(=O)(=O)N(Cc1ccc(OC)cc1)[C@@H](CC(C)C)C(=O)OC	i	51	-2.1	59
CCCNC(=O)C(Cc1ccc(Cl)cc1)NC(=O)c1ccc(C#N)cc1 (stereo not drawn)	i	40	4.2	57
O=S(=O)(c1ccccc1)[C@@]1(c2ccc(Br)cc2)C[C@@H]2ON=C(c3cccc(Br)c3)[C@@H]2C1	i	17	1.3	87
Cc1csc(=O)n1CCC(=O)OCc1nnc(-c2ccc([N+](=O)[O-])cc2)o1	i	14	2.0	71
O=C(COC(=O)/C=C/c1cccc(C(F)(F)F)c1)NC1CCS(=O)(=O)C1 (stereo not drawn)	i	18	-2.1	63
COc1ccc(N2CCN(CCS(=O)(=O)c3cc(Cl)ccc3Cl)CC2)cc1	i	2	5.9	49
CC(Sc1nnc2ccccn12)C(=O)Nc1ccc(N2CCOCC2)cc1 (stereo not drawn)	i	27	1.8	77
COc1ccccc1CNC(=O)c1ccc(Cl)c(S(=O)(=O)N2CCCC2)c1	i	32	-0.3	49
CCOC(=O)[C@H]1[C@H]2COc3cc(OC)ccc3[C@@H]2N2C(=O)c3c(C)cc(C)cc3NC(=O)[C@@]12C	i	8	3.2	43
Cc1ccc(Nc2cc(C)nc3ccccc23)c(C)c1	i	56	5.6	47
Cc1cc(OCC(=O)Nc2nnc(C3CC3)s2)ccc1C(C)C	i	30	0.7	62
COc1ccccc1CC(=O)Nc1ccc(S(=O)(=O)N(C)C2CCN(C)CC2)cc1	i	31	-1.0	58
CN(C)CCOc1ccc(-c2c(-c3ccccc3)sc3ccccc23)cc1	i	20	1.4	23
C[C@@H]1CN([C@@H](C)CO)C(=O)Cc2cc(NC(=O)Nc3ccc(C(F)(F)F)cc3)ccc2O[C@@H]1CN(C)S(=O)(=O)c1ccc(Cl)cc1	i	8	12	62
C[C@]12CCC3c4ccc(O)cc4CCC3C1CC/C2=N\N (stereo partly drawn)	i	36	0.4	52
Cc1ccc(CNC(=O)c2cccc3c2C(=O)c2ccc(N4CCC(C)CC4)cc2S3(=O)=O)cc1	i	17	4.3	63
CC1CCCC(NC(=O)COC(=O)COc2ccc(Br)cc2)C1C (stereo not drawn)	i	55	0.9	49
CN(Cc1ccccc1)C(=O)c1ccc(NC(=O)C2CCCN(C(=O)OC(C)(C)C)C2)cc1 (stereo not drawn)	i	14	5.3	47
O=C(COc1ccc2ccc(=O)oc2c1)NC1CCCCC1	i	35	-1.1	59
CCOC(=O)[C@@H]1[C@H]2COc3cc(OC)ccc3[C@H]2N2C(=O)N(c3cccc(C)c3)C(=O)[C@]12C	i	12	1.9	63
CC(NC(=O)COC(=O)C1CCCCC1)c1ccccc1 (stereo not drawn)	i	33	-0.9	60
CCc1noc(C)c1C(=O)OC(C)C(=O)NCc1ccc(OC)cc1 (stereo not drawn)	i	10	-1.6	48
COc1ccc(C(=O)NC(C)c2ccncc2)cc1S(=O)(=O)N(C)Cc1ccccc1 (stereo not drawn)	i	42	-1.1	62
COc1ccc(CN(C)C(=O)c2cccc(S(=O)(=O)N3CCc4ccccc43)c2)c(OC)c1	i	27	0.3	65
COc1cccc(-c2ncc3ccccc3c2COC(=O)c2ccccc2C(=O)O)c1	i	51	4.2	64
C[C@H](CO)N1C[C@H](C)[C@@H](CN(C)S(C)(=O)=O)Oc2c(NC(=O)c3ccncc3)cccc2C1=O	i	7	-2.8	63
CN(Cc1ccccc1)C(=O)c1nc[nH]c1C(=O)N1CCc2ccccc2C1	i	50	1.2	56
COc1ccc(C2(C)NC(=O)N(CC(=O)NC3CC3)C2=O)cc1 (stereo not drawn)	i	40	3.0	50
CC(=O)Nc1ccc(NC(=O)COC(=O)C2CCC(C(C)(C)C)CC2)cc1 (stereo not drawn)	i	33	0.9	60
O=C(Cc1ccc2c(c1)OCO2)NN=Cc1ccc([N+](=O)[O-])o1	i	36	1.1	64
COc1cccc(CC(=O)OCC(=O)NC2CCCC2)c1	i	25	4.9	64
COc1cc(/C=C/C(=O)OCC(=O)NCCc2ccc(F)cc2)ccc1OC(F)F	i	49	3.7	56
O=S(=O)(Nc1cccc(S(=O)(=O)N2CCCC2)c1)c1ccccc1F	i	50	5.3	51
COc1ccc2cc(-c3ccsc3)ncc2c1	i	28	2.2	43
O=C(CC1C[C@H](C(=O)N2CCCCC2)[C@@]2(CCc3ccccc3)c3[nH]c4ccccc4c3CCN2C1=O)NCCC1=CCCCC1 (stereo partly drawn)	i	7	-0.8	62
CCN(C(=O)CO/N=C/c1ccc(OC)cc1OC)c1c(N)n(Cc2ccccc2)c(=O)[nH]c1=O	i	39	0.5	57
CCOC(=O)C1=C(COC(=O)CCc2ccc(CC)cc2)NC(=O)NC1C (stereo not drawn)	i	49	-0.8	70
O=S(=O)(c1ccc(=S)[nH]c1)N1CCCC1	i	32	3.7	61
O=C(COC(=O)c1cc(S(=O)(=O)N2CCOCC2)c(Cl)cc1Cl)c1ccc[nH]1	i	35	20	69
COc1cc(/C=C/C(=O)OCC(=O)NCCCc2ccccc2)ccc1O	i	35	-0.8	58
O=C(CN1C(=O)NC(c2ccccc2)(c2ccccc2)C1=O)NCc1ccc(F)cc1	i	54	-1.0	49
COc1cccc2cc(C(=O)OCC(=O)NC3CCCC(C)C3C)c(=O)oc12 (stereo not drawn)	i	51	2.5	62
CC(C)C(NC(=O)c1ccc(F)cc1)C(=O)N1CCN(C(=O)c2ccco2)CC1 (stereo not drawn)	i	30	-1.9	61
Cc1noc(C)c1NC(=O)N(C)C[C@H]1Oc2c(NC(=O)NC(C)C)cccc2C(=O)N([C@H](C)CO)C[C@@H]1C	i	10	-0.9	68
O=S(=O)(c1ccc(Cl)nc1)N1CCCC1	i	48	-1.0	66
CC(C)N(C)S(=O)(=O)c1ccc(NC(=O)C2=COCCO2)cc1	i	37	-2.4	61
CCc1ccccc1Nc1nc2ccccc2[nH]1	i	37	-0.6	54
COc1ccc(NC(=O)CCc2ccccc2)cc1S(=O)(=O)N1CCOCC1	i	34	0.0	58
CCOc1ncccc1C(=O)OCCCC(=O)c1ccc(Br)cc1	i	20	-1.7	44
Cc1ccccc1C(C)NS(=O)(=O)c1ccc2c(c1)OCCO2 (stereo not drawn)	i	40	-2.4	65
Cc1cnc(C(=O)Nc2ccc(C)c(S(=O)(=O)N3CCCCC3)c2)cn1	i	35	-0.1	46
COc1ccc(NC(C)=O)cc1NS(=O)(=O)c1ccc2c(c1)OCCO2	i	40	-0.8	43
COc1ccc(Br)cc1/C=C/C(=O)OCC(=O)NCCc1ccc(S(N)(=O)=O)cc1	i	52	0.5	54
CCc1noc(C)c1C(=O)N1CCN(S(=O)(=O)c2ccccc2C(F)(F)F)CC1	i	51	-0.4	73

# (further entries)
compound	T cell modulator	T cell modulator vesicle-bound %	NTR1 ag	NTR1 ag cell count 20 µM
Cc1cccc(C)c1NC(=O)CN1CCN(CC(=O)NCC2(N3CCCCC3)CCCCC2)CC1	i	34	2.8	52
N#Cc1ccccc1NC(=O)COC(=O)c1cccs1	i	50	-0.9	57
CCCCN(C(=O)C1=NN(c2ccccc2)C(=O)CC1)c1c(N)n(CC(C)C)c(=O)[nH]c1=O	i	35	0.0	54
CC(C)Cn1nc(C(=O)Nc2nnc(C3CC3)s2)c2ccccc2c1=O	i	35	2.1	48
CCCCCCSc1ccc([C@@H]2[C@H]3C(=O)N(CC)C(=O)[C@H]3[C@]3(C(=O)OC)CCCCN23)cc1	i	20	1.9	58
CCCCOc1ccc(C(=O)NCC(=O)OCC(=O)c2c(N)n(C)c(=O)n(C)c2=O)cc1	i	53	-0.7	49
Cc1cccc(C(=O)OCC(=O)NC2CCCCCCC2)c1	i	31	-0.7	60
O=C(NCc1ccccn1)Nc1ccc(Cl)cc1	i	42	1.3	44
O=C(Nc1ccc(N2CCOCC2)cc1)c1ccc(Cl)cc1N1CCCC1=O	i	43	0.2	46
NS(=O)(=O)c1ccc(OC(=O)CNC(=O)OCc2ccccc2)cc1	i	44	0.3	44
CC(=O)NCCC(=O)Nc1cc(S(=O)(=O)N2CCCCC2)ccc1N1CCCCC1	i	41	-0.7	50
COc1ccc(C(O)P(=O)(OC(C)C)OC(C)C)cc1OC (stereo not drawn)	i	44	-0.5	51

# A different layout for 4 compounds above.
structure: Cc1ccccc1C(C)NS(=O)(=O)c1ccc2c(c1)OCCO2 (stereo not drawn)
  T cell modulator = i	T cell modulator vesicle-bound % = 40	NTR1 ag = -2.4	NTR1 ag cell count 20 µM = 65

structure: CCc1ccccc1NC(=O)CN(C)C(=O)COC(=O)c1cccnc1Cl
  T cell modulator = i	T cell modulator vesicle-bound % = 34	NTR1 ag = -0.5	NTR1 ag cell count 20 µM = 69

structure: Cc1noc(C)c1NC(=O)N(C)C[C@H]1Oc2c(NC(=O)NC(C)C)cccc2C(=O)N([C@H](C)CO)C[C@@H]1C
  T cell modulator = i	T cell modulator vesicle-bound % = 10	NTR1 ag = -0.9	NTR1 ag cell count 20 µM = 68

structure: CC1CCCC(NC(=O)COC(=O)COc2ccc(Br)cc2)C1C (stereo not drawn)
  T cell modulator = i	T cell modulator vesicle-bound % = 55	NTR1 ag = 0.9	NTR1 ag cell count 20 µM = 49

# Only part of the results is shown; count on the stated rates, not on these rows.
